Bioassay records: PubChem BioAssay, several laboratories
NPR1 activator: GC-A (human) enzyme activation | activation, % at 10 µM | actives 0.14% (n = 370,000) | P16066 | HEK293 GC-A cells, cGMP TR-FRET, EC30 ANP; 0% at EC30 ANP, 100% saturating ANP; in the data active = activation above about 40%
GAA850 FXN act: activators of GAA850 frataxin (FXN) promoter; activation, % at 6 µM; actives 0.56% (n = 360,000); HEK293 lucGAA850 FXN promoter luciferase reporter, 24 h; percent of 10 µM SAHA response;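 active = activation above the average of all compounds screened plus 3 SD, cutoff fixed separately per campaign, cut at about 7.5% in these data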;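 also: 0% = DMSO wells and 100% = 10 µM SAHA wells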
ASAP1 inh: inhibitors of human ASAP1 ArfGAP activity | Q9ULH1 | AID 624377 | inhibition, % at 16.5 µM | ASAP1-stimulated ARF1 GTP hydrolysis, GDP FP detection | actives 0.19% (n = 360,000); in the data active = inhibition above about 25%;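 also: 0% = vehicle with enzyme and substrate and 100% = no enzyme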
KLK7 zymogen act: activates the human kallikrein-7 zymogen; P49862; purified proKLK7, EDANS-DABCYL substrate fluorescence; 100% is mature enzyme control, 0% vehicle; activation, % at 7 µM; actives 0.9% (n = 370,000); AID 652039;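 active = activation above the mean of all tested compounds plus 3 SD, computed per campaign excluding outliers beyond control limits, cut at about 13% in these data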
Target sequence (P49862 whole entry, looked up): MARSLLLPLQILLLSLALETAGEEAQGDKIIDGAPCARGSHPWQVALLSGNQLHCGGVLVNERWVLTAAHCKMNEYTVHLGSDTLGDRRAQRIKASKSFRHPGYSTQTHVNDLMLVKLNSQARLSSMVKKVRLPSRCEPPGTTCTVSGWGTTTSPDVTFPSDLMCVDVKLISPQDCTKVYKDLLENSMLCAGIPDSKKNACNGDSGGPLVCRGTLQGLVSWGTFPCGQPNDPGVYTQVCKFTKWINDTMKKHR
rCAG RNA binder: binds r(CAG) RNA repeats; r(CAG) RNA repeat, TO-PRO-1 dye displacement fluorescence; inhibition, % at 3 µM; actives 1.3% (n = 370,000); AID 651821;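 active = inhibition above the plate cutoff, the mean of all test compounds on that plate plus 3 SD, cut at about 35% in these data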;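 also: 0% = DMSO alone and 100% = 100 µM mitoxantrone as full dye displacement; higher means more dye released from RNA so lower well fluorescence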
ARFGAP1 inhibitor: inhibits rat ARF GTPase activating protein 1; Q62848; Arfgap1-stimulated ARF1 GTP hydrolysis, GDP FP detection; inhibition, % at 16.5 µM; actives 0.26% (n = 360,000);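 active = inhibition above a per-plate limit, mean inhibition of low control wells plus 3 SD, cut at about 25% in these data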;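 also: 0% = DMSO wells with enzyme and 100% = wells lacking Arfgap1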
Target sequence (Q62848 1-136 limits assumed): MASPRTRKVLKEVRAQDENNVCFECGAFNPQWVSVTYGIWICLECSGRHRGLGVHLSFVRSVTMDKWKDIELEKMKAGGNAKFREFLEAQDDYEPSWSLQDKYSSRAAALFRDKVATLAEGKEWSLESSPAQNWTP
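Replicates: Single well per compound | Assay system: Truncated rat Arfgap1 GAP domain | Control set: No-Arfgap1 wells (100%) versus DMSO full-reaction wells (0%) | Times: Enzyme reaction 120 min at 25 °C after 20 min preincubation | Reagent: Human ARF1(Δ1-17)-GTP substrate | Measured by: Tracer-displacement fluorescence polarization with EDTA stop, 620/688 nm | Measure: Percent inhibition of Arfgap1-stimulated GTP hydrolysis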
sPLA2-III inh: Inhibits HGIII-sPLA2 liposome hydrolysis, primary screen. Q9NZ20. actives 0.56% (n = 370,000). QFRET BODIPY PC-A2 liposome hydrolysis, fluorescence. inhibition, % at 12.2 µM;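 active = inhibition above mean plus 3 SD of compounds lying within the high and low control bounds, cut at about 19% in these data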;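 also: 0% = median of test compound wells and 100% = no enzyme DMSO wells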
Target sequence (Q9NZ20 whole entry, looked up): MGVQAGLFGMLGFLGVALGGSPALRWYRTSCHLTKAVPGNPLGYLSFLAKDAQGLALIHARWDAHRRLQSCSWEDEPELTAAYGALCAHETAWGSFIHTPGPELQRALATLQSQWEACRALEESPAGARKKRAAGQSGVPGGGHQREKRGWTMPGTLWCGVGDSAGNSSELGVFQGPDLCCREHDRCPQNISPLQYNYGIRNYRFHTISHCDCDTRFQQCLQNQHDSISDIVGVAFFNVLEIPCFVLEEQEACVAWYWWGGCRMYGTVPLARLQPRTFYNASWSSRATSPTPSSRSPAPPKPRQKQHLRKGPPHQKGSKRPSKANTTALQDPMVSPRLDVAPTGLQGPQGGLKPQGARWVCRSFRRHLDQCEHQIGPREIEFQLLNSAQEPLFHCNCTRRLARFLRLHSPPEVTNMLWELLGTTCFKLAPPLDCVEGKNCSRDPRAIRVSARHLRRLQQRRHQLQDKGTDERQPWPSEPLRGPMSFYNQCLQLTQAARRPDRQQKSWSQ
GC-B act: GC-B (human) receptor activation; P20594; HEK293-GC-B cells, CNP EC30, cGMP TR-FRET; 0% at EC30 CNP, 100% saturating CNP; activation, % at 10 µM; actives 0.11% (n = 370,000);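 active = activation at 10 µM reaching about 35% in either raw or pattern-adjusted values, limit read from the data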
Tn6 DDE FP: disrupts Tn6 cyclic peptide binding to fibrin D-Dimer-E complex; inhibition, % at 8.3 µM; actives 0.21% (n = 370,000); P02675; Fibrin DD(E) TRITC-Tn6 fluorescence polarization displacement; AID 720509;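 active = inhibition above a per-campaign cutoff: mean of compounds within control limits plus 3 SD, cut at about 15% in these data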;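 also: 0% = median of all compound wells on the plate and 100% = blocking peptide control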
ADAM10 inh: ADAM10 inhibition, QFRET primary screen; inhibition, % at 7 µM; O14672; recombinant ADAM10, EDANS/DABCYL FRET peptide cleavage, 3 h; actives 0.62% (n = 370,000); AID 720582;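 active = inhibition above a per-campaign cutoff equal to the mean of compounds falling between control-based bounds plus 3 SD, cut at about 20% in these data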;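 also: 0% = DMSO wells while the 100% control is not disclosed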
An asterisk follows results filed as active; i = inactive; nt = no result given.

SMILES | NPR1 activator | GAA850 FXN act | ASAP1 inh | KLK7 zymogen act | rCAG RNA binder | ARFGAP1 inhibitor | sPLA2-III inh | GC-B act | Tn6 DDE FP | ADAM10 inh
CC(C)C[C@H](NC(=O)[C@H]1N2C(=O)c3ccccc3C2SC1(C)C)C(=O)N[C@@H](Cc1ccccc1)C(=O)O (stereo partly drawn) | 0 | 1.2 | 8 | 0.1 | 15 | -6 | -7 | -1 | 4 | -9
S=c1[nH]nc(-c2ccc(Cl)cc2)n1/N=C/c1cccs1 | 10 | 0.3 | 10 | 0.4 | 13 | -5 | 8 | -1 | -2 | 2
CCOc1cccc(-c2nnc(SCC(=O)Nc3cc(C)ccc3OC)n2N)c1 | -2 | -1.7 | 12 | -0.3 | -9 | 6 | -11 | 0 | 2 | -7
O=C(NC1CCN(Cc2ccccc2)CC1)c1ccccc1NS(=O)(=O)c1ccc(F)cc1 | -1 | 0.6 | 12 | 0.7 | 32 | 8 | -28 | 3 | 1 | -65
CCC1(c2ccc(F)cc2)NC(=O)N(CC(=O)Nc2ccccc2C)C1=O (stereo not drawn) | 1 | 1.4 | 11 | -0.1 | -1 | 16 | -2 | 0 | -1 | 6
Cc1cc(C)cc(NC(=O)c2ccc(Cn3nc(C)c(Cl)c3C)o2)c1 | 1 | -1.4 | -11 | -0.3 | -4 | -5 | -22 | -3 | -6 | 7
CCn1ncc(C2=NOC(C(=O)N3CCC(C(N)=O)CC3)C2)c1C (stereo not drawn) | 5 | 0.2 | 10 | 0.6 | -3 | -3 | 1 | 4 | 5 | 4
CC(C)C(NC(=O)C1CCCCC1)C(=O)Nc1ccncc1 (stereo not drawn) | -3 | -3.3 | 1 | 0.5 | -4 | -1 | 3 | 2 | 0 | 7
Cc1ccc(Cc2c(-c3ccc(Cl)cc3)nc3c(Cl)cc(C(F)(F)F)cn23)cc1 | 12 | nt | -8 | -0.4 | 15 | -1 | 4 | 18 | 3 | 2
O=C(Nc1cccnc1)c1ccc(Cl)c(S(=O)(=O)N2CCCC2)c1 | 1 | 2.4 | 9 | -0.4 | 1 | 14 | -1 | -1 | -1 | -5
COc1cc2cnc(-c3ccsc3)cc2cc1OC | 1 | 5.4 | 5 | 0.5 | 0 | 14 | 5 | -1 | 0 | -11
CCc1nnc2c3cnn(-c4ccccc4)c3ncn12 | 1 | 3.2 | 4 | 0.1 | 2 | 2 | -1 | -9 | 3 | -1
COc1ccc(-c2noc(C3CCCN(C(=O)Nc4ccc(Cl)cc4)C3)n2)cc1 (stereo not drawn) | -4 | nt | nt | 0.5 | 5 | nt | -23 | -1 | 2 | 7
Cc1ccc(OC(F)F)c(NC(=O)Nc2ccc3c(c2)OCO3)c1 | -5 | 0.6 | -4 | 0.7 | -4 | 10 | -12 | 4 | -3 | 8
N#Cc1ccccc1S(=O)(=O)N1CCN(C(=O)c2ccc(-n3cncn3)c([N+](=O)[O-])c2)CC1 | -4 | 1.5 | 11 | 0.0 | 2 | 1 | -2 | 3 | 1 | 3
CCCCn1c(N)c(NCCC)c(=O)[nH]c1=O | 5 | 0.1 | -7 | -0.1 | -2 | -2 | 0 | 7 | 4 | -35
O=C(NCCc1ccccc1)OCc1cn(-c2ccc(F)c(F)c2)nn1 | -2 | nt | nt | 0.0 | 0 | nt | 5 | -2 | 1 | 4
COc1ccc2cc(C3=CC(=O)CCC3)ccc2c1 | 4 | 7.2 | 6 | 24* | 3 | -7 | -11 | 5 | 1 | i
COc1ccc2[nH]c(=O)c(CNc3ccc(C)c(C)c3)cc2c1 | 1 | 4.2 | -2 | 1.8 | 3 | -2 | 0 | 2 | 2 | -89
COc1cccc(CNC(=S)Nc2ccc(Cl)cc2C)c1 | 4 | 0.6 | 13 | -0.1 | -1 | -2 | 6 | -3 | 3 | 11
CC(=O)Nc1cccc(C(=O)N/N=C/c2ccc(C)o2)c1 | -1 | 1.1 | 5 | 0.5 | 0 | -21 | -3 | -7 | 2 | -6
COc1ccc(C(=O)Nc2ccc(S(=O)(=O)Nc3nccc(C)n3)cc2)cc1[N+](=O)[O-] | 0 | -0.6 | 1 | -0.2 | 11 | -7 | -1 | -3 | -5 | -1
COc1cc2cc(CN(CCc3ccccc3C)C(=S)NCCCN3CCOCC3)c(=O)[nH]c2cc1OC | 1 | -6.1 | 0 | -0.3 | -4 | 2 | 1 | 1 | 7 | -36
CC(=O)Nc1ccc(S(=O)(=O)NNC2=NS(=O)(=O)c3ccccc32)cc1 | 3 | 1.6 | 3 | -0.6 | 5 | -4 | -5 | -1 | 0 | 3
Cc1cc(C(F)F)n2ncc(C(=O)NCCc3ccccc3Cl)c2n1 | 0 | 1.0 | -6 | 0.2 | 2 | 2 | 3 | -3 | 7 | -11
Cc1ccc(S(=O)(=O)N2[C@@H](c3ccc(Cl)cc3)C(C(=O)O)=CC[C@H]2c2cccs2)cc1 | 2 | -0.7 | -7 | 0.0 | 67* | -11 | -6 | 3 | 2 | 5
CC(C)(C)C(=O)c1sc(Nc2ccccc2)nc1N | 7 | 6.9 | -13 | 1.0 | -3 | 10 | -6 | 6 | 1 | 13
COc1ccc(CN(C(=O)c2snc(C(N)=O)c2N)C(C(=O)NC2CCCC2)c2cc(OC)ccc2OC)cc1 (stereo not drawn) | -25 | -3.0 | 5 | 1.1 | -3 | 9 | -7 | -14 | 5 | -52
CC(Sc1ccccc1)C(=O)N(CCC#N)Cc1cccnc1 (stereo not drawn) | 3 | -0.4 | 2 | 0.1 | 1 | 3 | 3 | 1 | 0 | 4
Nc1nonc1-n1nnc(C(=O)N/N=C/c2ccc(O)cc2)c1CN1CCCCCC1 | -2 | -1.4 | 6 | -0.9 | 8 | -1 | -34 | -1 | 2 | 2
COc1ccccc1OCC(=O)N1CCCCCC1 | 2 | -0.5 | -4 | -0.2 | -1 | -6 | -5 | 3 | -3 | 3
CCOc1ccc(C(=O)OCC(=O)NCCCc2ccccc2)cc1 | 5 | 1.0 | -3 | 0.2 | -7 | -11 | -10 | -5 | 3 | 7
COc1ccc(NC(=O)CN2CCc3ccccc3C2)c(OC)c1 | -2 | -1.5 | -12 | 0.6 | -8 | 8 | -2 | 24 | 2 | 10
Cc1ccc(S(=O)(=O)NCCCCCC(=O)Nc2c(C)n(C)n(-c3ccccc3)c2=O)cc1 | 0 | 0.6 | -3 | 0.2 | -3 | 6 | -5 | 0 | 3 | 4
CC(=O)c1sc(NC(=O)CCN2C(=O)C3CC=CCC3C2=O)nc1-c1ccccc1 (stereo not drawn) | -3 | 0.2 | 15 | 0.5 | 4 | 9 | 3 | 0 | 8 | 5
O=C(Cc1ccccc1Cl)NCCCn1ccnc1 | 0 | -0.9 | -17 | 0.0 | 1 | -3 | -12 | -1 | 5 | -5
C[C@]12C(=O)N(c3ccc(F)cc3)C(=O)N1[C@H]1c3ccccc3OC[C@@H]1[C@H]2c1ccccc1 | -3 | -2.9 | 9 | 1.0 | 0 | 2 | 3 | -4 | -2 | 13
COc1ccc(CNC(=O)c2cnccn2)cc1 | 5 | 1.0 | 1 | 0.2 | -3 | 5 | -5 | 1 | -4 | 2
CC(C)CNc1nnnc2c1sc1nc(N3CCOCC3)c3c(c12)CCCC3 | 51* | 0.4 | -4 | 0.0 | -1 | 5 | -6 | 52* | -5 | 0
O=c1[nH]n2c(C(F)(F)F)cc(C3CC3)nc2c1N=Nc1ccccc1 | -8 | 0.3 | -5 | 0.0 | 0 | 16 | 5 | -3 | -6 | -1
CCn1c(SCC(=O)N/N=C/c2cc(OC)c(OC)c(OC)c2)nc2ccccc21 | -1 | 2.0 | 2 | -0.8 | 2 | -17 | -7 | -7 | -2 | 8
CC1CCCC(C)N1CC(O)COC1CCC(C(C)(C)C)CC1 (stereo not drawn) | 4 | -0.8 | 10 | 0.1 | 1 | -3 | 0 | 3 | 3 | -1
CC1=NN(C(=O)c2ccccc2Br)C(O)(c2cccnc2)C1 (stereo not drawn) | -2 | 0.0 | -8 | 0.1 | 2 | 7 | 13 | 3 | 12 | -2
COC(=O)c1c(C)[nH]c(C(=O)OC(C)C(=O)NC2CCCCC2C)c1C (stereo not drawn) | -4 | 2.4 | 3 | -0.6 | 2 | 3 | 12 | -10 | -10 | -17
Cc1onc(-c2ccccc2)c1C(=O)NC(C)C1CCCO1 (stereo not drawn) | 2 | -0.9 | 17 | 0.1 | 1 | 0 | 4 | 6 | -3 | 6
CC(=O)Nc1cncc(-c2cccc(C(=O)NCCN(C)C)c2)n1 | 1 | 2.3 | -20 | 1.2 | 0 | -10 | 0 | 0 | 5 | -27
O=C1c2ccccc2C(=O)c2c([N+](=O)[O-])ccc(O)c21 | 3 | -0.4 | -9 | -0.3 | 4 | -2 | 6 | -5 | -5 | -4
COCC(C)NC(=O)Cc1ccc(Cl)cc1 (stereo not drawn) | 0 | -0.7 | -14 | -0.4 | 1 | 0 | 2 | 0 | 0 | 2
Nc1nc2c(ncn2[C@@H]2O[C@H](CNCc3cnc(N4CCOCC4)nc3)[C@@H](O)[C@H]2O)c(=O)[nH]1 | 19 | nt | 6 | 0.4 | 3 | -8 | 0 | 14 | -8 | -11
Cn1cc(/C(Cc2ccccc2)=N\O)c2ccccc21 | -2 | -1.8 | -9 | 1.2 | 1 | 2 | -11 | -2 | 0 | 2
N#Cc1cccc(NC(=O)c2ccc(S(=O)(=O)N3CCOCC3)cc2)c1 | -5 | -0.2 | -18 | 0.0 | 0 | 2 | 5 | -4 | -3 | -17
CC(=O)N1[C@H](C)C=C[C@]1(Cc1ccccc1)C(=O)O | 1 | 0.3 | 7 | 0.3 | 3 | 3 | 1 | -3 | 3 | -3
CCNC(=S)NNC(=O)c1csc2ccccc12 | 1 | -0.1 | 9 | -0.5 | 1 | -1 | 10 | 1 | 5 | -4
COC(=O)Cn1ncc(N(C)Cc2ccccc2)c(Cl)c1=O | 2 | 5.3 | 4 | -0.4 | 2 | -6 | 1 | 2 | -5 | 1
Nc1cccc(S(=O)(=O)Nc2ccccc2)c1 | 2 | 1.0 | -3 | -0.3 | 0 | 2 | 7 | 1 | -1 | -8
Cc1ccc2oc(-c3ccc(NC(=O)c4ccc5c(c4)OCO5)cc3)nc2c1 | 6 | 2.7 | -3 | -3.2 | -1 | 12 | 1 | 1 | -3 | -9
COc1ccc(-n2c(CNC(=O)c3cc(OC)c(OC)c(OC)c3)n[nH]c2=S)cc1 | 5 | -0.9 | 5 | -0.2 | 4 | 6 | 5 | 6 | 0 | 3

Quoted at random: two compounds from above.
SMILES | NPR1 activator | GAA850 FXN act | ASAP1 inh | KLK7 zymogen act | rCAG RNA binder | ARFGAP1 inhibitor | sPLA2-III inh | GC-B act | Tn6 DDE FP | ADAM10 inh
CCNC(=S)NNC(=O)c1csc2ccccc12 | 1 | -0.1 | 9 | -0.5 | 1 | -1 | 10 | 1 | 5 | -4
CC(=O)N1[C@H](C)C=C[C@]1(Cc1ccccc1)C(=O)O | 1 | 0.3 | 7 | 0.3 | 3 | 3 | 1 | -3 | 3 | -3

The order is random; 4.5% or so of the library scored in one or more.
